Screening data as filed in PubChem.
DAX1 inh-1 = DAX1 (NR0B1) inhibitors, primary screen, cell-based, HEK293, Gal4-DAX1, luciferase luminescence; inhibition, % at 6.75 µM; AID 504766, 2011; HEK293 Gal4-DAX1 luciferase reporter; actives 0.99% (n = 340,000); Nuclear receptor subfamily 0 group B member 1 (Homo sapiens), P51843;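 active means inhibition above the mean over all tested compounds plus 3 SD, cut at about 4.2% in these data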;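 further: 0% = DAX1-transfected cells with DMSO and 100% = empty-vector control cells with DMSO; inhibition shows as a rise in luminescence from relieved DAX1 repression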
FXN GAA850 act = FXN promoter activators, primary screen, cell-based, luciferase luminescence, HEK293 lucGAA850. activation, % at 6 µM. HEK293 lucGAA850 FXN promoter luciferase reporter, 24 h; percent of 10 µM SAHA response. actives 0.56% (n = 360,000);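 active means activation above the average of all compounds screened plus 3 SD, cutoff fixed separately per campaign, cut at about 7.5% in these data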;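 further: 0% = DMSO wells and 100% = 10 µM SAHA wells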
NPR1 activator = GC-A stimulated cGMP production enhancers – HEK293 GC-A cells, cGMP TR-FRET, EC30 ANP, primary screen; activation, % at 10 µM; actives 0.14% (n = 370,000); 0% at EC30 ANP, 100% saturating ANP; Atrial natriuretic peptide receptor 1 (Homo sapiens), P16066; in the data active means activation above about 40%
NPR2 activator = human GC-B receptor activators, primary screen, HEK293 GC-B cells, cGMP TR-FRET, EC30 CNP; 0% at EC30 CNP, 100% saturating CNP; activation, % at 10 µM; actives 0.11% (n = 370,000);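 active means activation at 10 µM reaching about 35% in either raw or pattern-adjusted values, limit read from the data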
hgDAF-12 ag = H. glycines DAF-12 receptor agonists, primary screen, cell-based, luminescence, HEK293, GAL4 fusion, UAS-luciferase | HEK293 GAL4-hgDAF12 UAS-luciferase reporter, agonist luminescence; normalized to butyrate control | actives 1.8% (n = 370,000) | activation, % at 6.8 µM | Nuclear hormone receptor DAF-12 (Heterodera glycines), GAL4 fusion;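 active means activation above a cutoff set at the mean of all screened compounds plus 3 SD, cut at about 10% in these data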;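 further: 0% = DMSO wells and 100% = sodium butyrate wells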
ADAM10 inh = human ADAM10 inhibitors, primary screen, biochemical, QFRET, HTS; actives 0.62% (n = 370,000); recombinant ADAM10, EDANS/DABCYL FRET peptide cleavage, 3 h; inhibition, % at 7 µM; Disintegrin and metalloproteinase domain-containing protein 10 (Homo sapiens), O14672; AID 720582, 2013;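 active means inhibition above a per-campaign cutoff equal to the mean of compounds falling between control-based bounds plus 3 SD, cut at about 20% in these data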;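 further: 0% = DMSO wells while the 100% control is not disclosed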
Target sequence (O14672 214-748 limits assumed): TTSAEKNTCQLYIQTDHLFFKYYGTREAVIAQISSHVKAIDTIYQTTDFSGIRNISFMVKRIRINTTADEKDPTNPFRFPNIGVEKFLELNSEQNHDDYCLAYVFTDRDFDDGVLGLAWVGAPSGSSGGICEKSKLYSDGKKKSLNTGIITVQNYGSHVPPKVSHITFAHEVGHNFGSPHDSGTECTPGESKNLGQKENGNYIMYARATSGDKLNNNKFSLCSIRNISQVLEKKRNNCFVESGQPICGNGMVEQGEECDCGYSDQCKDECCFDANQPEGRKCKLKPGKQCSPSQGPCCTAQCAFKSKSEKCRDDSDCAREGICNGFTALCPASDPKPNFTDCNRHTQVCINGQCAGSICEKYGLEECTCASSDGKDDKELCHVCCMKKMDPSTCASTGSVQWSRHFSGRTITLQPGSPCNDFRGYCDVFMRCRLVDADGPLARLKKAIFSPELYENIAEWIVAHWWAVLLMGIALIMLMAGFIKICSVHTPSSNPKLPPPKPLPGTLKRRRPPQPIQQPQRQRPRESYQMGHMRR
DAX1 inh-2 = DAX1 (NR0B1) inhibitors on StAR promoter, primary screen, cell-based, luminescence, SF-1 (NR5A1), full-length DAX-1 | HEK293T StAR-luciferase reporter, SF-1/DAX-1 repression relief | AID 652010, 2013 | actives 1.1% (n = 370,000) | inhibition, % at 6.8 µM;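 active means inhibition above the mean over all tested compounds plus 3 SD, cut at about 3.6% in these data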;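 further: 0% = DAX-1 cells with DMSO and 100% = cells lacking DAX-1 with DMSO; higher inhibition means more luminescence from relief of DAX-1 repression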
SMARCA2 act = SMARCA2 (BRM) function activators, primary screen, cell-based, luminescence, high throughput; activation, % at 9.1 µM; AID 652017, 2013; actives 1% (n = 370,000); MG213 cells, MMTV-luciferase reporter, dexamethasone, overnight; in the data active means activation above about 7.8%;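 further: 0% = vehicle wells and 100% = reference activator wells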
HGIII-sPLA2 inh = human group III sPLA2 inhibitors, primary screen, biochemical, QFRET, BODIPY PC-A2 liposome substrate; Group 3 secretory phospholipase A2 (Homo sapiens), Q9NZ20; QFRET BODIPY PC-A2 liposome hydrolysis, fluorescence; inhibition, % at 12.2 µM; actives 0.56% (n = 370,000);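 active means inhibition above mean plus 3 SD of compounds lying within the high and low control bounds, cut at about 19% in these data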;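 further: 0% = median of test compound wells and 100% = no enzyme DMSO wells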
Target sequence (Q9NZ20 whole entry, looked up): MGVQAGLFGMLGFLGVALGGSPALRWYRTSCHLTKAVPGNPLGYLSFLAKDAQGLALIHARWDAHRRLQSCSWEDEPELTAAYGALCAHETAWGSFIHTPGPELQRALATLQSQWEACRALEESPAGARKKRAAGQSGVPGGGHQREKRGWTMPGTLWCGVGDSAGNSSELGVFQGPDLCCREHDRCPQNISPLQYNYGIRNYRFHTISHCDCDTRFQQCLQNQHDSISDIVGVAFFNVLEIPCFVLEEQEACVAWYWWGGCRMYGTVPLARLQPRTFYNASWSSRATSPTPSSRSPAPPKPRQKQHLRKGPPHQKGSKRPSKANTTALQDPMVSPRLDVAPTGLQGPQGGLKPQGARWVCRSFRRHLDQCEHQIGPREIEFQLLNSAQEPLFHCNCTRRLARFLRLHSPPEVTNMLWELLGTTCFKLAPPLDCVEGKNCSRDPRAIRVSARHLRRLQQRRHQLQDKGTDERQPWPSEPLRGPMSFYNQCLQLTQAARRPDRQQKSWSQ
hcDAF-12 act = H. contortus DAF-12 nuclear receptor activators, primary screen, cell-based, luminescence, HEK293, lit1-tk-luc reporter. HEK293 hcDAF-12 lit1-tk-luc reporter; 0% DMSO, 100% Δ7-dafachronic acid. actives 1.4% (n = 370,000). activation, % at 6.8 µM;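 active means activation above the mean of all tested compounds plus 3 SD, cut at about 5.5% in these data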;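 further: 100% = response to 3 µM Δ7-dafachronic acid high control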
ssDAF12 agonist = S. stercoralis DAF-12 nuclear receptor activators, primary screen, cell-based, luminescence, HEK293, GRIP1 co-expression, lit1-tk-luc; activation, % at 6.8 µM; AID 652126, 2013; actives 1% (n = 370,000); Nuclear hormone receptor DAF-12 (Strongyloides stercoralis); HEK293 ssDAF-12/GRIP1 lit1-tk-luc reporter; % of 3 µM dafachronic acid response;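 active means activation above the mean over all tested compounds plus 3 SD, cut at about 0.9% in these data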;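 further: 0% = DMSO-only wells and 100% = 3 µM delta7-dafachronic acid wells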
* hit, by the source's call; x = not tested or not shown.

SMILES | DAX1 inh-1 | FXN GAA850 act | NPR1 activator | NPR2 activator | hgDAF-12 ag | ADAM10 inh | DAX1 inh-2 | SMARCA2 act | HGIII-sPLA2 inh | hcDAF-12 act | ssDAF12 agonist
CCOC(=O)C1=C(Nc2ccc(C)cc2)CC(C)(O)C(C(=O)OCC)C1c1ccccc1 (stereo not given) | -0.6 | -0.3 | -2.5 | 1.4 | -1.1 | -6.4 | 0.1 | -1.6 | -2.0 | 0.5 | -0.7
Cc1ccc(S(=O)(=O)NNC(=O)C2CCN(Cc3ccccc3)CC2)cc1 | 0.2 | -2.3 | -0.5 | -0.2 | -0.1 | 1.4 | 0.2 | -2.0 | -7.1 | 0.2 | -1.0
Brc1ccc(-n2cc(-c3ccccc3)c3c(NN4CCOCC4)ncnc32)cc1 | -1.2 | -3.6 | -4.0 | -13.1 | -4.2 | 4.9 | 0.3 | -1.1 | 5.2 | -3.0 | -1.8
CC(=O)Nc1sc2c(c1-c1nc3ccccc3s1)CCCN(C(C)C)C2 | x | x | 8.7 | 0.8 | 23.7* | -140.2 | x | x | -8.8 | 41.6* | 7.3*
C/C(=N\Nc1ccc(Cl)c(C(=O)O)c1)c1ccc2c(c1)OCO2 | 1.4 | 3.9 | 3.4 | 4.3 | -1.9 | 2.4 | 0.5 | 0.1 | 0.4 | 2.8 | -0.7
O=C(Nc1nsc(-c2ccccc2)n1)c1ccncc1 | 1.7 | -1.1 | 1.6 | -6.3 | 3.5 | -18.9 | -0.6 | 0.0 | 3.3 | 0.1 | -0.6
CCOC(=O)[C@]12CCCC=C1N(Cc1ccc(Cl)cc1Cl)C(=O)[C@H](CC(=O)N1CCSCC1)C2 | x | x | 1.2 | 5.6 | 1.5 | -7.9 | -0.4 | -0.8 | 3.5 | -1.1 | -1.1
CC(=O)c1oc2ccccc2c1NC(=O)CN1CCCCC1 | -0.3 | -0.5 | -0.6 | -5.4 | -1.5 | -10.1 | 0.4 | 0.3 | 9.8 | -1.8 | -1.6
O=C(NCc1ccccc1)N1CCN(Cc2nc3ccccc3c(=O)[nH]2)CC1 | x | x | 2.4 | -5.6 | 0.6 | 0.3 | -0.4 | -0.1 | 2.5 | -3.7 | -0.6
Cc1cc(OCC#N)nc(N)n1 | 0.7 | 0.3 | 2.1 | 2.2 | -0.7 | 2.5 | -0.2 | 1.7 | 2.0 | -0.1 | -1.1
Nc1nc2c(ncn2[C@@H]2O[C@H](C(=O)N[C@H](Cc3ccccc3)C(=O)NCCCc3ccccc3)[C@@H](O)[C@H]2O)c(=O)[nH]1 | x | x | 1.5 | -2.3 | 1.3 | 2.3 | 0.4 | -1.2 | -3.0 | 0.4 | -0.9
COc1ccc(N2CCN(C(=O)CCC(=O)NNc3nc4ccccc4c4nc(C)nn34)CC2)cc1 | 0.4 | 0.3 | -1.1 | -12.5 | 0.7 | -7.0 | -0.4 | -2.6 | 2.4 | -1.3 | -0.8
COc1ccc(S(=O)(=O)NCCC(=O)NC2CCCCCCC2)cc1 | -1.1 | -2.1 | 1.1 | 3.0 | -0.7 | 2.6 | -0.4 | -2.5 | -3.0 | -2.2 | -1.5
COCCCn1nnnc1SCC(=O)Nc1ccc2c(c1)OCCO2 | 0.6 | -1.1 | 0.7 | 7.7 | -0.2 | -6.3 | -1.2 | -1.0 | 4.1 | 0.7 | -1.3
Cc1ccc(-c2cc(-c3n[nH]c(=S)n3C)c3ccccc3n2)cc1 | -2.0 | 3.9 | -3.3 | -0.5 | -0.1 | -58.5 | 0.0 | -2.4 | 6.0 | -1.1 | -0.8
N#Cc1ccc(C(=O)NCC2CCN(C(=O)C(=O)c3cccs3)CC2)cc1 | x | x | 2.8 | 1.3 | -0.8 | -2.0 | -1.7 | -1.6 | 15.4 | -1.4 | -1.2
COc1ccccc1CN1[C@@H](CC(C)=O)c2cc(C(F)(F)F)ccc2S1(=O)=O | 0.2 | -1.7 | 1.0 | -0.8 | 0.7 | -1.9 | -0.5 | 0.4 | -6.9 | 0.2 | -1.3
COCCN(CCOC)S(=O)(=O)c1ccc(C(=O)Nc2nnc(COC)o2)cc1 | -1.4 | 2.3 | -5.1 | 1.8 | -0.8 | -3.0 | 0.1 | -0.4 | -0.6 | -0.6 | -0.5
COc1ccccc1N1CCN(C2CCN(C(=O)COc3ccccc3)CC2)CC1 | -0.3 | 1.5 | 5.9 | -0.5 | -0.5 | 9.5 | 0.8 | 1.9 | 4.3 | -2.0 | -1.1
Cn1nc(OCC(N)=O)ccc1=O | 0.4 | -1.6 | 0.9 | 5.7 | -0.7 | 3.1 | -0.1 | -2.1 | 2.4 | 0.7 | -1.0

Ordered by value in DAX1 inh-2 (ascending): three of the compounds above
structure	DAX1 inh-2
Cn1nc(OCC(N)=O)ccc1=O	-0.1
C/C(=N\Nc1ccc(Cl)c(C(=O)O)c1)c1ccc2c(c1)OCO2	0.5
COc1ccccc1N1CCN(C2CCN(C(=O)COc3ccccc3)CC2)CC1	0.8

Continued:
SMILES | DAX1 inh-1 | FXN GAA850 act | NPR1 activator | NPR2 activator | hgDAF-12 ag | ADAM10 inh | DAX1 inh-2 | SMARCA2 act | HGIII-sPLA2 inh | hcDAF-12 act | ssDAF12 agonist
CC(NC(=O)c1cc(=O)[nH]c2ccc(Br)cc12)c1ccccc1 (stereo not given) | x | x | -4.0 | -3.3 | 0.6 | -4.7 | -0.3 | -2.2 | -1.0 | -0.9 | -1.2
COc1cc(OC)c(N(C)C(=O)CCNC(=O)Cn2cnc3ccccc3c2=O)cc1Cl | -0.6 | 1.4 | -1.0 | -0.3 | 0.2 | -5.8 | 0.0 | 0.1 | 2.6 | -1.4 | -1.4
CCOc1ccccc1N1CCN(c2nc3ccccc3nc2C(C#N)C(=O)OC)CC1 (stereo not given) | 0.0 | 0.8 | -1.4 | 5.4 | 0.4 | -4.8 | -0.3 | 1.9 | 1.1 | 0.1 | -1.2
O=C(CSc1nnc2sc3ccccc3n12)c1ccco1 | 0.0 | 2.6 | 3.1 | 5.8 | 9.7 | 6.7 | 0.6 | 2.0 | -17.9 | 0.3 | -1.3
O=C(CSc1nc2ccccc2o1)N/N=C/c1ccc(O)c(O)c1 | 3.2 | 4.2 | -3.7 | 0.8 | 3.2 | 15.5 | 0.1 | 6.7 | -10.1 | 1.6 | -0.7
O=S(=O)(NCc1ccco1)c1ccc(Cl)s1 | 2.1 | 0.9 | 1.4 | -0.5 | -0.1 | 0.5 | -0.7 | 0.0 | -1.7 | 0.0 | -1.3
CNC(=O)NC(=O)C(OC(=O)Cc1cccc(C(F)(F)F)c1)c1ccccc1 (stereo not given) | 1.4 | 0.5 | -5.2 | 1.5 | -0.5 | 6.5 | -0.1 | -1.5 | -17.8 | 0.2 | -1.1
CC(=O)Nc1ccc(S(=O)(=O)NC(CC(=O)O)c2ccc(OC(C)C)cc2)cc1 (stereo not given) | 0.8 | -0.4 | 0.9 | 4.7 | -0.8 | 4.3 | 0.4 | -8.6 | 10.2 | 0.2 | -0.9
O=C1c2ccccc2C(=O)N1n1cccc1 | 0.5 | 0.2 | 0.0 | -4.9 | -0.1 | 4.2 | 0.0 | 4.3 | 2.9 | -1.8 | -1.4
Cc1c(/C=N/N=C2\CCC3C4CCc5cc(O)ccc5C4CCC23C)cnn1C (stereo not given) | 0.5 | 1.9 | -7.9 | 3.5 | -1.9 | 5.9 | -0.1 | -1.5 | -7.9 | -0.9 | -1.0
COc1ccc(O)c(C(=O)c2cc(C#N)c(=O)n(CCN3CCOCC3)c2)c1 | 0.3 | -2.0 | 3.9 | -4.1 | -1.5 | -1.3 | -0.3 | 3.7 | -7.9 | -0.6 | -1.5
Cc1ccccc1N1CC(C(=O)Nc2ccc(S(=O)(=O)N3CCCCC3)cc2)CC1=O (stereo not given) | -1.5 | -0.7 | -3.4 | 1.6 | -1.0 | -3.0 | -0.5 | -1.8 | -31.5 | -2.1 | -0.7
CC1(C)CC(=O)C=C(Nc2ccc(Br)cn2)C1 | -0.6 | 0.9 | 2.9 | 1.7 | 1.8 | 3.9 | -0.5 | 3.0 | 21.2* | -0.1 | -0.7
Nc1ccc(S(=O)(=O)NC2=NCCCCC2)cc1N | 0.5 | 1.1 | 0.4 | -5.7 | 1.5 | -1.4 | -0.3 | -1.1 | -4.0 | -1.8 | -1.7
C/C(=N\NC(=S)NCc1ccccc1)c1ccc2c(c1)OCCO2 | 1.2 | 1.0 | -1.2 | 6.5 | -1.2 | 6.0 | -1.0 | -3.3 | 5.2 | -1.3 | -1.2
COc1ccc(/C=C/c2cc[n+](C(=O)Cc3ccccc3)cc2)cc1 | -1.0 | -3.2 | 1.6 | 3.0 | -4.7 | -58.7 | -2.5 | -5.9 | -5.5 | -0.7 | -1.1
COC(=O)c1c(C)[nH]c(C(=O)/C=C/c2cccc(Cl)c2)c1C | -0.7 | 4.2 | -6.4 | -12.2 | -0.6 | 14.0 | -0.1 | 2.5 | 7.5 | -2.4 | -1.1
CC(C)CNC(=O)OCc1cn(Cc2ccc(Cl)cc2)nn1 | x | x | -2.1 | 1.8 | -1.4 | -5.5 | -0.9 | -2.1 | 7.5 | -1.3 | -1.0
CC(C)C[C@H]1CN=C(Nc2ccccc2)N1CC1CCC1 | 1.4 | -1.5 | -8.6 | -14.3 | 1.7 | 2.3 | 0.3 | 0.6 | 1.1 | -0.4 | -0.8
O=C(COC(=O)/C=C/c1ccc(Cl)cc1Cl)NCC1CCCO1 (stereo not given) | 0.2 | 1.6 | 11.0 | -0.1 | 1.0 | 3.4 | 0.6 | 8.7* | -3.5 | 0.7 | -1.1
CCC1(CC)NC(=O)N(CC(=O)N2CCc3ccccc32)C1=O | 1.0 | 0.8 | 0.3 | 5.3 | 1.2 | 2.5 | -0.1 | -2.6 | -2.7 | 3.1 | -0.9
O=C(Cn1nc(Cc2cccnc2)c2ccccc2c1=O)NCc1ccc2c(c1)OCO2 | 2.3 | -1.3 | -3.8 | 0.1 | 2.0 | 0.1 | 0.1 | 2.1 | 2.4 | -0.2 | -1.7

Random draw from the library; any-hit rate near 6.6%.
